Bioassay records as filed in PubChem BioAssay.
human PMI inhibition: inhibitors of human PMI, primary screen, biochemical, fluorescence intensity, coupled assay (AID 1209) | Mannose-6-phosphate isomerase (Homo sapiens) | purified PMI enzyme, coupled fluorescence intensity; higher % means a stronger effect | inhibition, % at 20 µM, or IC50 in µM where a hit was titrated | hit rate 0.42% among 190,000;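 also: plate controls were DMSO vehicle for no effect and wells lacking substrate for full effect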
XIAP antagonists: XIAP antagonists, biochemical, IAP family, fluorescence polarization (AID 1018); E3 ubiquitin-protein ligase XIAP (Homo sapiens); XIAP BIR domain, fluorescence polarization peptide displacement; higher % means a stronger effect; displacement, % at 20 µM; hits with a dose series show IC50 in µM; hit rate 0.007% among 200,000; in the data active = displacement above about 50%; also: a part of the inactive calls stands beside numbers as strong as those of hits
TNAP activation fold: human TNAP enzyme activators, primary screen, biochemical, luminescent, no phosphate acceptor, uHTS (AID 1001). Alkaline phosphatase, tissue-nonspecific isozyme (Homo sapiens). purified TNAP, luminescent activation assay, no phosphate acceptor; higher activation fold means a stronger effect. activation fold at 20 µM, or EC50 in µM where a hit was titrated. hit rate 0.03% among 200,000; in the data active = activation fold from about 3, or a potency from the dose series; inactive = the rest, 99 in 100 with activation fold below about 1.6; also: many of its hits are not listed in these tables
Yfh1-off respiration: enhancers of respiration in Yfh1-depleted yeast, dose response, Friedreich's ataxia, plus single-dose screen (AID 1465); hit rate 0.074% among 220,000; fold induction at 50 µM; hits with a dose series show EC50 in µM; S. cerevisiae Yfh1-off respiration, WST-1 reduction, 72 h; higher fold induction means a stronger effect;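 active = fold induction of absorbance versus untreated yeast above a set limit, then at least 30% activation at any dose in follow-up; inconclusive = repeats straddling the limit, or above it without dose testing; inactive = fold induction below the set limit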;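 also: activators that raise dye reduction in frataxin-depleted yeast; strong numbers were not always called active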
M1AAP inhibition: P. falciparum M1AAP inhibitors, biochemical, fluorogenic H-Leu-NHMec substrate, 1536-well (AID 1445); recombinant M1AAP, H-Leu-NHMec fluorogenic kinetic assay; higher % means a stronger effect; hit rate 0.42% among 220,000; one-dose inhibition, % at 30 µM; IC50 in µM for titrated hits; Aminopeptidase N (Plasmodium falciparum (isolate 3D7));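 active = primary inhibition above the hit cutoff, then over 50% inhibition at one or more dose response concentrations, cut at about 23% in these data, passing the limit was not always enough; inconclusive = conflicting primary data, or primary hits not chosen for dose response; inactive = low primary inhibition, or under 50% at every dose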;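 also: plate controls were DMSO full reaction for no effect and no enzyme background for full effect; strong numbers were not always called active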
PMI inhibition: human PMI inhibitors, high substrate, primary screen, biochemical, fluorescence intensity, high mannose 6-phosphate (AID 1220) | recombinant PMI enzyme, coupled fluorescence intensity; higher % means a stronger effect | inhibition, % at 20 µM; hits with a dose series show IC50 in µM | hit rate 0.66% among 190,000
M17LAP inhibition: P. falciparum M17LAP inhibitors, primary screen, biochemical, fluorogenic H-Leu-NHMec substrate, 1536-well (AID 1619) | recombinant M17LAP, H-Leu-NHMec fluorogenic kinetic assay; higher % means a stronger effect | inhibition, % at 30 µM; hits with a dose series show IC50 in µM | hit rate 0.38% among 220,000;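 active = compound inhibiting the enzyme by more than half at any dose during confirmatory dose-response retesting; inconclusive = strong single-dose inhibitors picked by rank but not retested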;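 also: plate controls were full reaction with DMSO carrier for no effect and no enzyme background for full effect; strong numbers were not always called active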
LYP inhibition: inhibitors of LYP phosphatase, biochemical, fluorescence intensity, uHTS (AID 1779) | hit rate 0.054% among 290,000 | recombinant LYP phosphatase, fluorescence intensity; higher % means a stronger effect | inhibition, % at 11.5 µM; hits with a dose series show IC50 in µM;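 also: plate controls were vehicle with enzyme for no effect and no enzyme for full effect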
WT yeast gro inh: growth inhibition of WT strain, primary screen, mitochondrial fusion inhibitor project, WT and mutant strains, chemical genetic | mitochondrial fusion phenotypic screen | inhibition, % at 10 µM | hit rate 2.1% among 190,000 | AID 1362, 2008; in the data active = inhibition above about 58%; tested in S. cerevisiae
WT yeast gro inh mutant strain: also measured in WT yeast gro inh; calls as there; inhibition, %; mitochondrial fusion phenotypic screen, mutant strain inhibition
An asterisk follows results filed as active; i = inactive; ? = inconclusive; · = no result given. Rule as the data show it, unless noted: active = inhibition above about 50%; inactive = the rest.

Start of the data: the first two entries (preview)
SMILES | human PMI inhibition | XIAP antagonists | TNAP activation fold | Yfh1-off respiration | M1AAP inhibition | PMI inhibition | M17LAP inhibition | LYP inhibition | WT yeast gro inh | WT yeast gro inh mutant strain
CCOc1cc(-c2nc(C)c(C(C)=O)n2O)ccc1OCC(=O)Nc1ccc(F)cc1 | -4% | -4.4% | 1.2 | i | 4% | 2% | 17% | 4% | 33 | 14
COc1cccc(C(=O)Nc2ccc3c(c2)C(=O)N(CCC(=O)O)C3=O)c1 | 0% | 0.6% | 1.1 | i | 2% | 4% | 18% | -8% | -3 | -1

All compounds of this part, previewed entries included:
SMILES | human PMI inhibition | XIAP antagonists | TNAP activation fold | Yfh1-off respiration | M1AAP inhibition | PMI inhibition | M17LAP inhibition | LYP inhibition | WT yeast gro inh | WT yeast gro inh mutant strain
CCOc1cc(-c2nc(C)c(C(C)=O)n2O)ccc1OCC(=O)Nc1ccc(F)cc1 | -4% | -4.4% | 1.2 | i | 4% | 2% | 17% | 4% | 33 | 14
COc1cccc(C(=O)Nc2ccc3c(c2)C(=O)N(CCC(=O)O)C3=O)c1 | 0% | 0.6% | 1.1 | i | 2% | 4% | 18% | -8% | -3 | -1
Cc1ccc(C(O)(C(=O)NN(C(=O)c2ccccc2)c2ccccc2)c2ccc(C)cc2)cc1 | 2% | -7.4% | 1.2 | i | 9% | 4% | 4% | -4% | 4 | -1
O=C(Cc1ccccc1)N[C@H](c1ccccc1)P(=O)(O)CO | -11% | -4.4% | 0.9 | i | 3% | -10% | 1% | -3% | -13 | 2
Cc1nc(Nc2ccncc2)c2oc3ccccc3c2n1 | 10% | 0.4% | 1.1 | i | 10% | 4% | 2% | -3% | · | ·
C=CCC(O)c1c(-c2ccccc2)nn(C)c1Cl (stereo not given) | -2% | -1.8% | 1.2 | · | -4% | 4% | 13% | -6% | 11 | 7
COc1ccc(OCc2cc(-c3ccc(Cl)cc3)no2)cc1 | -4% | -4.6% | 1.1 | i | -1% | -10% | -2% | 2% | -6 | -9
CCCC(=O)c1cc2c(cc1NC(=O)CC)OCCO2 | -5% | -4.1% | 0.9 | i | 6% | -2% | -1% | -2% | -1 | 6
CCCOc1ccc(/C=C2\SC(=S)N(CC3CCCO3)C2=O)cc1 (stereo not given) | -8% | -1.5% | 0.9 | i | 0% | -5% | -9% | -6% | 17 | -13
O=C(CCc1c[nH]c2ccccc12)NCc1ccc2c(c1)OCO2 | 6% | -7.7% | 1.2 | i | 1% | -4% | 14% | -8% | -3 | 6
C/C(=N/NC(=O)CN1CCN(Cc2ccccc2Cl)CC1)c1cccnc1 | · | · | · | i | 6% | · | -5% | 1% | · | ·
O=C(NCCc1ccccc1)C1CCN(c2nc3ccccc3o2)CC1 | 5% | -4.3% | 1 | i | 1% | 14% | 1% | -2% | 8 | -13
Cc1ccc(C(O)c2ccncc2)cc1 (stereo not given) | -10% | -2.7% | 1.1 | i | 5% | -1% | -5% | -6% | 20 | -18
COC(=O)CNC(=O)COC(=O)c1cc(F)c(F)cc1Cl | -1% | -2.7% | 1 | i | -6% | -5% | -1% | -3% | 20 | 24
COc1ccc(C(=O)NCC(c2cccnc2)N2CCN(c3ccc(F)cc3)CC2)cc1OC (stereo not given) | -2% | -5.0% | 1.1 | i | -1% | 3% | 0% | -4% | -6 | 1
Cc1cc(NC(=O)CSc2nnc(-c3ccc(O)cc3)o2)no1 | · | · | · | i | 0% | · | -7% | -7% | · | ·
COc1ccccc1-c1ccc(SCc2ccc(C)cc2)nn1 | 6% | -7.8% | 1 | i | 5% | 7% | 0% | 4% | 35 | 2
O=C(/C=C/c1ccccc1)NCCSCc1ccccc1 | -1% | -7.3% | 1 | i | 4% | -6% | -5% | -9% | 13 | -6
OC(CNC1CCCC1)COc1c(F)cc(Br)cc1F (stereo not given) | 1% | -3.7% | 1.2 | i | -14% | 0% | -9% | -8% | -4 | 11
Cn1c2c(c(=O)n(C)c1=O)C(c1ccccc1Cl)CC(=O)N2 (stereo not given) | -6% | -0.8% | 1.2 | i | 2% | -8% | 10% | -3% | 4 | -7
N#C/C(=C\c1c(F)cccc1Cl)c1nn(-c2ccccc2)c(-n2cccc2)c1C#N | · | · | · | i | 3% | · | 1% | 3% | · | ·
O=C(c1cc2ccccc2oc1=O)N1CCSC1c1ccco1 (stereo not given) | 14% | -7.1% | 1.1 | · | 0% | 13% | 28% | 0% | -4 | 2
COc1ccc(Br)cc1S(=O)(=O)NCCCN1CCOCC1 | · | -1.8% | 1.1 | i | 6% | · | 9% | -3% | -6 | -9
Cc1c(C(=O)c2ccc(Cl)c(Cl)c2)cnc2cc3c(cc12)OCO3 | 4% | -4.3% | 1 | i | 0% | 1% | 15% | -3% | 61* | 22*
CC(C)c1ccc(NC(=S)NN2CCN(C)CC2)cc1 | 3% | -0.8% | 1.2 | i | 4% | 10% | -1% | -6% | 1 | 13
CCC1(c2ccc(Cl)cc2)NC(=S)N(c2ccccc2)N1 (stereo not given) | 7% | -4.2% | 1 | i | 2% | -6% | 12% | -3% | 31 | 13
Cc1cccc(-n2nc3c([n+]2[O-])CCc2nonc2-3)c1C | -2% | -1.5% | 1.1 | i | 10% | 9% | 0% | -5% | -13 | -2
Cc1cccc2sc(NC(=O)C3CCCN(S(=O)(=O)c4cccc5nonc45)C3)nc12 (stereo not given) | -1% | 73% | 1 | i | -3% | -3% | 14% | -3% | 14 | -1
Cc1cccc(CCNC(=O)CCNC(=O)Cn2ccc3ccccc3c2=O)c1 | 0% | -3.2% | 1.1 | i | 3% | 4% | 5% | -7% | 15 | 7
O=C(O)CCc1ccc(-c2ccc(F)cc2)n1CC1CCCO1 (stereo not given) | -1% | -6.9% | 1.1 | i | 5% | 6% | -39% | -4% | 8 | 1
O=C(Cn1c(=O)sc2ccccc21)NCc1ccco1 | 8% | -4.1% | 1 | i | -1% | 26% | 5% | -7% | 17 | 16
CC(=O)/C(=C/c1ccc(N(C)C)cc1)C(=O)c1ccccc1 | 3% | -0.6% | 1 | i | 10% | 4% | -11% | 2% | 6 | 20
COCCNC(=O)c1ccc2c3n(nc2c1)-c1ccc(Cl)cc1CO3 | · | · | · | i | 10% | · | 9% | 6% | · | ·
CCN(CC)S(=O)(=O)c1ccc(N2CCOCC2)c(NC(=O)c2cnccn2)c1 | 2% | -12% | 1 | i | 3% | 4% | 17% | -1% | 3 | -10
N#C/C(=C\N1CCOCC1)c1ccccc1 | 12% | -4.7% | 1.1 | i | 5% | 2% | 2% | -2% | -9 | 0
c1ccc(Cn2nnc3c(NCc4ccc5c(c4)OCO5)nc(C4CC4)nc32)cc1 | 5% | -11% | 1.1 | i | 3% | 0% | 4% | -11% | 7 | 1
O=[N+]([O-])c1ccccc1CNC1CCCc2ccccc21 (stereo not given) | -7% | -3.3% | 1.1 | i | 11% | -13% | 6% | -2% | 4 | -1
O=c1c2ccccc2c(C=Nc2cccc(S(=O)(=O)NCc3ccco3)c2)c(O)n1-c1ccc(Cl)cn1 | 18% | -5.8% | 1 | ? | 4% | 8% | -13% | -3% | -11 | 0
Cn1c(Cc2ccccc2)nnc1SCC(=O)N1CCCCC1 | -6% | -6.3% | 1 | i | -1% | -4% | 6% | -6% | -1 | -5
c1csc(CNc2ncnc3nc[nH]c23)c1 | 14% | -2.7% | 1.4 | i | 8% | 10% | 25% | -5% | 1 | -3
COc1ccc(N2CCN(C(=O)CCN3C(=O)c4ccccc4S3(=O)=O)CC2)cc1 | -3% | -3.2% | 1.1 | i | 0% | 1% | 2% | -8% | -18 | -8
CCNC(=S)Nc1ccccc1-c1ccccc1 | 6% | -3.3% | 1.1 | i | 7% | 13% | -20% | -4% | -15 | -9
COc1ccc(NC(=O)CSCC(=O)N2c3ccccc3CCc3ccccc32)cc1 | 22% | -9.3% | 1.3 | i | 0% | 12% | 6% | -6% | 8 | 7
O=C(CSc1n[nH]c(-c2ccccc2)n1)Nc1ncccn1 | -13% | 0.7% | 0.6 | i | 2% | -3% | 10% | -4% | 1 | -14
Cn1cc(CN2CCN(c3ncccn3)CC2)c(-c2cccc(Cl)c2)n1 | -2% | -3.8% | 1.1 | i | 1% | -4% | 0% | -4% | -14 | 9
COc1ccc(-n2nnnc2SCC(=O)c2ccc(O)c(O)c2)cc1 | 35% | -6.7% | 0.2 | i | 7% | 31% | 48% | -5% | -14 | -2
CCc1ccc(OCC(=O)NNC(=O)c2cc3ccccc3o2)cc1 | 8% | -11% | 1.2 | i | -1% | 9% | 6% | -5% | -12 | -22
N#C/C(=N\Nc1cccc([N+](=O)[O-])c1)C(=O)c1ccc(Br)cc1 | -33% | -7.0% | 0.9 | i | 41µM* | -13% | 10% | 12% | 67* | 66*
COCCN(CCOC)C(=O)CCn1c(=O)oc2ccccc21 | 4% | -22% | 1 | i | 5% | 7% | -2% | -4% | 11 | 5
COCCn1c(C)cc(C(=O)COC(=O)c2ccc[nH]c2=O)c1C | 19% | 0.3% | 1.1 | i | 9% | -3% | 49% | 7% | -16 | 13
O=C(c1ccco1)N(Cc1cc2ccccc2[nH]c1=O)C1CCCCC1 | 8% | 0.2% | 1.1 | i | 7% | 4% | 8% | -5% | -17 | 6
Cc1cc(C)nc(NS(=O)(=O)c2ccc(NC(=O)C3(c4ccc([N+](=O)[O-])cc4)CCCC3)cc2)n1 | 14% | 1.4% | 1.2 | i | 21% | 5% | 19% | 8% | -3 | -1
Cc1cccn2c1nc(=S)n2C(=O)c1ccco1 | -8% | -4.6% | 1.1 | i | 7% | -10% | 1% | -4% | 8 | 14
O=C(OCC(=O)N(C1CCCCC1)C1CCCCC1)c1ccco1 | 0% | -7.8% | 1.2 | i | -1% | 4% | -11% | -4% | -4 | 4
CCOC(=O)CNC(=O)C(CC(N)=O)NC(=O)OC(C)(C)C (stereo not given) | · | · | · | i | 1% | · | 3% | -8% | · | ·
CCC(Sc1ccc2nnc(CCNS(=O)(=O)c3ccc(OC)cc3)n2n1)C(=O)OC (stereo not given) | 1% | -3.5% | 1.1 | i | 5% | -4% | 6% | -2% | -8 | 8
C/C(Cc1ccccc1)=N\NC(=O)C1CCCCC1 | 4% | -6.1% | 1.1 | i | -1% | 7% | 20% | -4% | 8 | 2

Reformatted with values under each structure: part of the list above
The line under a structure holds: human PMI inhibition	XIAP antagonists	TNAP activation fold	Yfh1-off respiration	M1AAP inhibition	PMI inhibition	M17LAP inhibition	LYP inhibition	WT yeast gro inh	WT yeast gro inh mutant strain
O=C(c1ccco1)N(Cc1cc2ccccc2[nH]c1=O)C1CCCCC1
  8%	0.2%	1.1	i	7%	4%	8%	-5%	-17	6
CCOC(=O)CNC(=O)C(CC(N)=O)NC(=O)OC(C)(C)C (stereo not given)
  ·	·	·	i	1%	·	3%	-8%	·	·
